RGS4 act = RGS4 potentiation or activation | HEK293 M3R/inducible RGS4, carbachol calcium flux Fluo4; stronger effect = lower value | B-score at 10 µM | actives 0.92% (n = 310,000) | AID 463111;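 active = B-score of the integrated calcium signal more than 4 SD below the library mean, with starting fluorescence not abnormally high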;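 note: negative B-score means reduced calcium response which marks RGS4 activation or potentiation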
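Assay system: Inducible-RGS4 HEK293 cells carrying M3 receptor | Schedule: Compound preincubation 20 min at room temperature before agonist | Signal: Kinetic calcium fluorescence imaging with Fluo4-AM dye, 2 µM | Read-out basis: B score from integrated fluorescence ratio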
KCNQ1 pot = human KCNQ1 channel potentiation or activation; AID 2648; P51787; CHO-K1 KCNQ1, thallium flux FluxOR fluorescence; stronger effect = higher value; B-score at 10 µM; actives 0.35% (n = 310,000);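 active = fluorescence ratio B-score, a plate-corrected score, at least three library SD, with initial intensity B-score within 5 SD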
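Medium – assay buffer, equal DMSO in all wells · Material – CHO-K1 cell line with stable KCNQ1 potassium channel expression · Signal – kinetic FluxOR thallium fluorescence, 10-s 1-Hz baseline, 110-s post-stimulus read · Compound – single concentration per compound, DMSO matched to controls · Schedule – 37 °C overnight plating, 90-min dark dye load, 20-min compound pretreatment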
DYRK1A inh = Dyrk1A (rat) kinase inhibition. ADP-Glo luminescence, NFATc1 peptide. AID 504441. actives 0.43% (n = 310,000). inhibition, % at 12.5 µM; in the data active = inhibition above about 50%;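 note: plate controls were vehicle with enzyme for no effect and no enzyme for full effect; many of its hits are not listed in these tables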
GSK3 alpha inh = human GSK-3 alpha kinase inhibition; P49840; ADP-Glo luminescence, 60 min; inhibition, % at 10 µM; actives 0.1% (n = 320,000);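 in the data active = inhibition above about 50%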;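 note: GST-tagged GSK-3 alpha with peptide substrate and 25 µM ATP; 0% = DMSO neutral wells and 100% = GW8510 positive control wells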
Target sequence (P49840 whole entry, looked up): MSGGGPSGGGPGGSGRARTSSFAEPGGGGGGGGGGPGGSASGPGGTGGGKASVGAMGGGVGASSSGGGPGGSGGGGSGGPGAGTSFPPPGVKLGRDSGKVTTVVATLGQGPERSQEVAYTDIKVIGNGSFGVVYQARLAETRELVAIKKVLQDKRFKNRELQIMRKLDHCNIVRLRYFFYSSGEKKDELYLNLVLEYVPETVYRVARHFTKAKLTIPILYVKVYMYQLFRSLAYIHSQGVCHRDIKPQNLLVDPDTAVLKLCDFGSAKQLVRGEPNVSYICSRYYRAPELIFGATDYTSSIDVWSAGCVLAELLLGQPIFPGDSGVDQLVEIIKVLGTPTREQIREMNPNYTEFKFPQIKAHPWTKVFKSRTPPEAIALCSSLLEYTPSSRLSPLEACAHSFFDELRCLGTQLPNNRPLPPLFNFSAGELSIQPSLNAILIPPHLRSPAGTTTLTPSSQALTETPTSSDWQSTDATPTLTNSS
hERG protect = shields human hERG channel from block by proarrhythmic agents | Q12809 | CHO-hERG, FluxOR thallium flux, dofetilide IC70 present | activation (rescue from dofetilide block), less the hit threshold, % at 10 µM | actives 0.51% (n = 310,000);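 active = activation above the mean of controls blocked by dofetilide plus 5 SD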;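 note: thallium influx through hERG after potassium depolarization seen as dye fluorescence rise; in these data hits start at about 4.7%; inactives centre near -7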
HDAC3 inhib = blocks human histone deacetylase 3; recombinant HDAC3, fluorogenic peptide/trypsin coupled, fluorescence; actives 0.15% (n = 320,000); O15379; inhibition, % at 8.3 µM; in the data active = inhibition above about 26%, passing the limit was not always enough
KCNK9 block = blocks the human KCNK9 two-pore domain potassium channel. B-score at 10 µM. Q9NPC2. AID 488922. actives 1.2% (n = 310,000). HEK293 KCNK9, FluxOR thallium flux fluorescence; stronger effect = lower value;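 active = ratio B-score over 3 SD below the library mean, with starting fluorescence within 5 SD of its mean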;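 note: negative B-score means less thallium flux so channel inhibition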
KCNK3 block = human KCNK3 channel inhibition, primary screen; O14649; CHO-KCNK3 thallium flux, FluxOR fluorescence; stronger effect = lower value; B-score at 10 µM; actives 0.84% (n = 340,000);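 active = B-score under library mean minus 4 SD, starting fluorescence ratio at most library mean plus 5 SD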;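 note: more negative B-score means stronger inhibition of thallium flux through KCNK3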
Target sequence (O14649 whole entry, looked up): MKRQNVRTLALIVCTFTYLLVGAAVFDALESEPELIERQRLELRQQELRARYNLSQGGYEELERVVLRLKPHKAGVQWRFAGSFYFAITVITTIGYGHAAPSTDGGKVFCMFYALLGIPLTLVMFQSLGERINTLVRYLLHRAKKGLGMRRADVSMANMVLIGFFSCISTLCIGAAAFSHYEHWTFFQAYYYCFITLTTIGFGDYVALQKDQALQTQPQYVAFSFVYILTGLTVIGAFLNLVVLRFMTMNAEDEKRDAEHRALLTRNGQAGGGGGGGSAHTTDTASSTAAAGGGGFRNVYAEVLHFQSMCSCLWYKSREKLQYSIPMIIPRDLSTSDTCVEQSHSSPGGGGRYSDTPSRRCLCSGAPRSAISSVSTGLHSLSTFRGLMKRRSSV
PolyA inhibitor = yeast polyadenylation inhibition; S. cerevisiae SKY197-pL101 polyadenylation reporter, beta-gal luminescence; efflux-impaired pdr1/pdr3 knockout yeast; score 100 = 6 SD above DMSO; calls only at 12 µM; actives 0.02% (n = 300,000); AID 1875;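 active = lowest replicate activity score at least 50, where 100 means six control SD above control mean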;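 note: yeast exposed to compound for 9 h at 30 °C; higher score means more reporter readthrough which indicates perturbed polyadenylation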
GSK3B inh = human GSK3beta kinase inhibition | P49841 | GST-GSK3beta kinase, ADP-Glo luminescence, 60 min; stronger effect = lower value | activity score (negative = inhibition), % at 10 µM | actives 0.038% (n = 300,000) | AID 2097;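 active = more than half of replicate wells score below -50%, meaning over 50% inhibition versus plate controls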;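 note: 0% = median DMSO wells and -100% = median GW8510 positive control wells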
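Test system: GST-fused GSK3beta enzyme, cell-free | Quantity: 1.6 ng GST-GSK3beta enzyme per well | Reagent: 25 µM ATP with peptide substrate | Schedule: 60 min enzyme reaction, room temperature | Signal: Luminescent ADP-Glo measurement of ADP formed | Read-out basis: Score relative to plate controls | Control set: DMSO and 20 µM GW8510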
KCNQ1 block = blocks the human KCNQ1 potassium channel; P51787; CHO-K1 KCNQ1, FluxOR thallium flux fluorescence; stronger effect = higher value; B-score at 10 µM; actives 1.3% (n = 310,000); AID 2642;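 active = compounds whose thallium flux B-score, printed positive for inhibition, exceeds three library SD while starting fluorescence stays within three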;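 note: channel opened by potassium depolarization with thallium stimulus after 20 min compound exposure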
Active calls of the source: *; i = inactive; · = no result given.

The opening 5 compounds (preview)
SMILES	RGS4 act	KCNQ1 pot	DYRK1A inh	GSK3 alpha inh	hERG protect	HDAC3 inhib	KCNK9 block	KCNK3 block	PolyA inhibitor	GSK3B inh	KCNQ1 block
CCOC(=O)CN1CC23C=CC(O2)C(C(=O)Nc2cc(OC)ccc2OC)C3C1=O (centres undefined)	i	i	-5	11	-14	0	i	i	i	3	i
COc1ccc(N2CC(C(=O)N3CCN(c4ccccc4OC)CC3)CC2=O)cc1 (centres undefined)	i	i	-3	-1	-5	0	i	i	i	1	i
Cc1cc(C)cc(NC(=O)N2CCN(Cc3ccc4c(c3)OCO4)CC2)c1	i	i	·	-2	-9	6	i	i	i	1	i
CCNS(=O)(=O)c1ccc(OC)c(C)c1	i	i	-5	1	-10	-7	i	i	i	2	i
CCc1nc(SCC(=O)c2ccc3c(c2)OCCO3)c2ccccc2n1	i	i	8	4	-10	34*	i	i	i	-1	i

Results, repeating the preview:
SMILES	RGS4 act	KCNQ1 pot	DYRK1A inh	GSK3 alpha inh	hERG protect	HDAC3 inhib	KCNK9 block	KCNK3 block	PolyA inhibitor	GSK3B inh	KCNQ1 block
CCOC(=O)CN1CC23C=CC(O2)C(C(=O)Nc2cc(OC)ccc2OC)C3C1=O (centres undefined)	i	i	-5	11	-14	0	i	i	i	3	i
COc1ccc(N2CC(C(=O)N3CCN(c4ccccc4OC)CC3)CC2=O)cc1 (centres undefined)	i	i	-3	-1	-5	0	i	i	i	1	i
Cc1cc(C)cc(NC(=O)N2CCN(Cc3ccc4c(c3)OCO4)CC2)c1	i	i	·	-2	-9	6	i	i	i	1	i
CCNS(=O)(=O)c1ccc(OC)c(C)c1	i	i	-5	1	-10	-7	i	i	i	2	i
CCc1nc(SCC(=O)c2ccc3c(c2)OCCO3)c2ccccc2n1	i	i	8	4	-10	34*	i	i	i	-1	i
Cc1ccc([N+](=O)[O-])cc1S(=O)(=O)Nc1ccc(-c2ccc(N3CCOCC3)nn2)cc1	i	i	16	-2	-9	-6	i	i	i	5	i
Cc1ccc2occ(C3N[C@H](C(=O)O)CS3)c(=O)c2c1 (some centres undefined)	i	i	-1	-4	-8	1	i	i	·	-1	i
CCN(Cc1ccncc1)C(=O)c1ccc(C)o1	i	i	-7	-2	-8	2	i	i	i	3	i
O=C(O)C1CCCCN1S(=O)(=O)c1ccc2ccccc2c1 (centres undefined)	i	i	-2	-4	-7	-10	i	i	i	1	i
CC(C)(CNC(=O)c1ccc(NS(=O)(=O)c2ccc(Br)cc2)cc1)N1CCOCC1	i	i	4	-4	-8	2	i	i	i	1	i
CC1=Nc2ccccc2/C1=C\c1sc(Nc2ccc(C)cc2)nc1O	i	i	1	5	-5	9	i	i	i	-1	i
O=C(c1cccc(Cl)c1)N1CCN(c2ccc(N3CCOCC3)nn2)CC1	i	i	-5	-2	-9	-5	i	i	i	1	i
COc1cccc(OC)c1OCCCCCc1c(C)n[nH]c1C	i	i	6	0	-8	-7	i	i	i	2	i
COc1ccc(CNC(=O)CNC(C)c2ccc(F)cc2)cc1 (centres undefined)	i	i	4	10	-5	12	i	i	i	-3	i
CC1CCCN(c2ccc(C(=O)NCc3ccccc3)cn2)C1 (centres undefined)	i	i	7	-3	-7	0	i	i	i	-4	i
O=C(CSC1CN(C(c2ccccc2)c2ccccc2)C1)N/N=C/c1ccccc1	i	i	-14	0	-8	13	i	i	i	-6	i
c1ccc(OCCN2CCN(C(c3ccccc3)c3ccccc3)CC2)cc1	i	i	4	0	2	6	i	i	i	-1	6*
Cc1ccc(/C=N/NC(=O)CSCc2ccc(Cl)cc2)cc1	i	i	2	0	1	7	i	i	i	-1	i
NS(=O)(=O)c1ccc(NC(=O)CN2CCc3ccccc32)cc1	i	i	·	-2	-5	2	i	i	i	1	i
CCN1C(=O)C2(C(C#N)=C(N)Oc3n[nH]c(-c4ccc(Cl)cc4)c32)c2ccccc21 (centres undefined)	i	i	-5	0	-9	4	i	i	i	-1	i

Reformatted field by field: part of the list above.
molecule: CCc1nc(SCC(=O)c2ccc3c(c2)OCCO3)c2ccccc2n1
  RGS4 act = i
  KCNQ1 pot = i
  DYRK1A inh = 8
  GSK3 alpha inh = 4
  hERG protect = -10
  HDAC3 inhib = 34*
  KCNK9 block = i
  KCNK3 block = i
  PolyA inhibitor = i
  GSK3B inh = -1
  KCNQ1 block = i

molecule: COc1ccc(CNC(=O)CNC(C)c2ccc(F)cc2)cc1 (centres undefined)
  RGS4 act = i
  KCNQ1 pot = i
  DYRK1A inh = 4
  GSK3 alpha inh = 10
  hERG protect = -5
  HDAC3 inhib = 12
  KCNK9 block = i
  KCNK3 block = i
  PolyA inhibitor = i
  GSK3B inh = -3
  KCNQ1 block = i

Later entries:
SMILES	RGS4 act	KCNQ1 pot	DYRK1A inh	GSK3 alpha inh	hERG protect	HDAC3 inhib	KCNK9 block	KCNK3 block	PolyA inhibitor	GSK3B inh	KCNQ1 block
CCOC(=O)C1=C(N)OC2=C(C(=O)CCC2)C1c1ccc(C)s1 (centres undefined)	i	i	-11	-1	-5	-4	i	i	i	-3	i
CCOc1cc(/C=N/NC(=O)C2CC2)ccc1OC(C)C	i	i	0	·	-6	7	i	i	·	-4	i
CCOc1cc(C(=S)N2CCOCC2)ccc1OS(=O)(=O)c1ccc(Br)cc1	i	i	5	0	-7	0	i	i	i	4	i
c1ccc(-c2nc(NCc3ccco3)c3ccccc3n2)cc1	i	i	9	1	-16	9	-6.6*	i	i	-1	i
O=C1c2ccccc2C(=O)N1CSc1ncccn1	i	i	3	·	-3	5	i	i	i	4	i
O=C(CN1C(=O)c2ccccc2S1(=O)=O)NCc1ccc2c(c1)OCO2	i	i	-12	0	-7	-1	i	i	i	0	i
COc1ccccc1NC(=O)N1CCCC1C(=O)NC12CC3CC(CC(C3)C1)C2 (centres undefined)	i	i	4	0	-9	9	i	i	i	-1	i
CC[N+](C)(C)CC/C=C1/c2ccccc2Sc2ccc(Cl)cc21	-12*	i	·	0	-6	-3	i	i	i	-5	i
NS(=O)(=O)c1cccc(NC(=O)C(Cc2ccccc2)NC(=O)c2ccccc2)c1 (centres undefined)	i	i	4	-1	-13	-2	i	i	i	4	i
CCC(=O)OC1(C)C(=O)C=C2C=C(CCCCNC(=O)OC(C)(C)C)OC=C2C1=O (centres undefined)	i	i	·	·	-8	10	i	·	i	2	i
CC(C)S(=O)(=O)c1csc(C(=O)NN)c1-n1cccc1	i	i	3	-2	-12	-6	i	i	i	-1	i
Cc1nn2c(-c3cccc(NC(=O)c4ccco4)c3)nnc2c2ccccc12	i	i	24	4	-20	5	i	-14*	i	-5	i
CCOC(=O)c1ccc2[nH]c(C)c(C)c2c1	i	i	5	-1	-6	-2	i	i	i	2	i
COc1cc(NC(=O)c2cccnc2)c(OC)cc1NC(=O)c1ccc(Br)cc1	i	i	-7	1	-13	-1	i	i	i	6	i
CCOc1ccc(CCNC(=O)c2ccc(=O)[nH]c2)cc1OCC	i	i	·	0	-6	-6	i	i	i	0	i
CCc1ccc(C(=O)NNC(=O)CN2C(=O)NC(CC)(c3ccccc3)C2=O)cc1 (centres undefined)	i	i	9	0	-9	-5	i	i	i	-1	i
O=C(CCSc1ccccc1)OCn1nnc2ccccc2c1=O	i	i	-1	-3	-3	-1	i	i	i	0	i
N#Cc1cnc(SCC(=O)N2CCCCC2)nc1N	i	i	8	0	3	3	i	i	i	-3	i
CC(C)NS(=O)(=O)c1ccc(NCCCn2ccnc2)c([N+](=O)[O-])c1	i	i	6	-3	-5	3	i	i	i	-3	i
CCc1cccc(NC(=O)CSc2nnc(Cc3ccc(OC)cc3)c(=O)[nH]2)c1	i	i	1	-1	-9	-2	i	i	·	-1	i
CCCc1cc(=O)[nH]c(SCC(=O)c2c[nH]c3ccccc23)n1	i	i	-3	-2	-3	2	i	i	i	2	i
Cc1ccc(NCc2nnc(SCC(=O)N3c4ccccc4Sc4ccccc43)o2)c(C)c1	i	i	0	0	-9	10	i	i	i	1	i
CCOc1ccc(C(=O)NCC2(c3ccccc3)CCOCC2)cc1	i	i	6	-1	-6	-1	i	i	i	3	i
Cc1ccc2[nH]c3c(NCc4ccccc4)ncnc3c2c1	i	i	·	-1	-16	-17	i	·	i	-1	i
CC(NC(=O)C1CCC(C)(C(=O)O)C1(C)C)c1ccccc1 (centres undefined)	i	i	-3	-3	-3	1	i	i	i	1	i
CN1CCN(S(=O)(=O)c2ccc(CNC(=O)c3ccccc3)s2)CC1	i	i	0	-2	-3	-2	i	i	i	3	i
N#C/C(=C\c1ccccc1OCc1ccc(C(=O)O)cc1)C(=O)Nc1ccc(O)cc1	i	i	-1	-2	-13	7	i	i	i	1	i
O=C(CN(C(=O)CCC(=O)Nc1nccs1)c1cccc(F)c1)NCCc1ccccc1	i	i	-2	0	-7	-3	i	i	i	0	i
Cn1ncc(Br)c1C(=O)N/N=C/c1ccc(OS(=O)(=O)c2ccccc2)cc1	i	i	-2	-4	-16	4	i	i	i	-3	i
Cc1ccc(C(C(=O)NC2CCCCC2)N(C(=O)CCCC(=O)Nc2ccccn2)c2ccc3c(c2)OCCO3)cc1 (centres undefined)	i	i	0	0	-3	3	i	i	i	1	i
COc1ccccc1C(C)NCC(=O)NC(=O)NCc1ccco1 (centres undefined)	i	i	-2	-1	-18	2	i	i	i	-2	i
CC(Sc1cccc[n+]1[O-])C(=O)Nc1cccc(S(=O)(=O)N2CCOCC2)c1 (centres undefined)	i	i	10	-1	2	4	i	i	i	0	i
COC(=O)N/N=C/c1cn(CCCOc2ccccc2)c2ccccc12	i	i	6	0	-6	0	i	i	i	1	i
O=C(CNc1ccccc1-c1ccccc1)NCc1ccccc1	i	i	-6	1	-7	-2	i	i	i	-1	i
O=C(C(=O)N1CCN(Cc2ccc3c(c2)OCO3)CC1)c1c[nH]c2ccccc12	i	i	-3	2	-2	1	i	i	i	3	i
CCCCN(C(=O)c1ccc(Cl)c(S(=O)(=O)N2CCOCC2)c1)c1c(N)n(CCC)c(=O)[nH]c1=O	i	i	2	2	-16	·	i	i	i	1	i
COC(=O)c1sc2nc(CSc3nc4ccc(C)cc4[nH]3)[nH]c(=O)c2c1C	i	i	2	0	-7	-8	i	i	i	-2	i

The list is partial. The share of hits here may be higher or lower than overall.
